TMEM16A inh: mouse TMEM16A channel inhibition, primary screen. normalized B-score (activity score, 25-100; higher = stronger inhibition) at 10 µM. Q8BHY3. 1.2% of 310,000 active. HEK293 TMEM16A/YFP iodide influx fluorescence, ionomycin. AID 588511;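 active = ratio plate-corrected score three or more library SD toward inhibition, starting fluorescence score within five deviations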;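 also: score derived from kinetic fluorescence span divided by baseline fluorescence per well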
MrgX1 antag: blocks BAM8-22 activation of human MrgX1 receptor; Q96LB2; MRGX1-HEK293 calcium flux, Fluo-4, BAM8-22 antagonism; stronger effect = lower value; B-score at 10 µM; 1.3% of 310,000 active; AID 588676;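 active = calcium-response B-score plate-corrected more than 3 library SD below zero, starting fluorescence within 5 deviations, no agonist response on first addition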;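 also: peak minus trough fluorescence over baseline after final BAM8-22 challenge near maximal dose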
TRPC4 block: TRPC4 (mouse) channel inhibition | HEK293 TRPC4beta/mu-opioid, DAMGO-evoked Fluo4 calcium flux; stronger effect = lower value | B-score at 10 µM | 0.39% of 300,000 active | Q9QUQ5;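 active = B-score over 3 SD under the library average, no early fluorescence shift, positive overall ratio signal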
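test system = HEK293 cells with stable TRPC4beta plus mu-opioid receptor expression | detection = Fluo4 Ca2+ flux fluorescence | read-out = integrated fluorescence ratio relative to baseline, converted to per-well B score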
SKKanGAS inh: blocks kanamycin growth of S. pyogenes SKKanGAS strain; BacTiter-Glo, 6 h; inhibition, % at 7.5 µM; 1.3% of 300,000 active; AID 1662;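 active = mean replicate score, as percent of positive control median, at least 50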;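 also: strain carries kanamycin resistance gene driven by streptokinase promoter and grows in 40 µg/ml kanamycin; loss of luminescence reflects streptokinase promoter inhibition or plain growth inhibition; 0% = median of DMSO wells and 100% = positive control at its reference dose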
MrgX1 agonist: activates human MrgX1 receptor signaling; Q96LB2; MrgX1-HEK293 cells, Fluo-4 calcium fluorescence, agonist mode; stronger effect = higher value; B-score at 10 µM; 0.44% of 310,000 active;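 active = calcium response B-score plate-corrected fluorescence ratio at least 3 library SD, with starting fluorescence B-score inside 5 SD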
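Assay system: MrgX1-expressing HEK293 cells / Amount: fifteen thousand cells per well / Doses: test compound in the initial addition of three / Timing: cells plated overnight, dye loaded 0.5 h 37 °C, 0.5 h room temperature / Technique: kinetic calcium dye fluorescence, Fluo-4 NW / Control set: positive and negative controls per plate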
TRPC4 act: opens the mouse TRPC4 cation channel; B-score at 10 µM; 0.49% of 310,000 active; AID 2237; HEK293 TRPC4beta/mu-opioid, Fluo4 calcium fluorescence; stronger effect = higher value; Q9QUQ5;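 active = B-score above 5 SD of library B-scores, and initial fluorescence ratio not above library mean plus 5 SD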;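 also: positive B-score marks a calcium rise read as TRPC4 activation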
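Assay system: HEK293 stable line with TRPC4beta plus mu-opioid receptor. Times: dye 45 min RT, read 110 s. Measured by: kinetic Fluo4 calcium fluorescence. Measure: B score of integrated ratio. Controls: assay buffer as low control, maximal DAMGO as high control.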
TRPC6 act: activators of mouse TRPC6 channel. HEK293-TRPC6 membrane potential dye fluorescence; stronger effect = higher value. B-score at 10 µM. 0.13% of 310,000 active. AID 2550;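 active = B-score of the integrated fluorescence ratio above library mean plus 3 SD, and starting fluorescence ratio within library mean plus 5 SD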;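 also: higher score means more depolarization so channel activation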
Target sequence (Q61143 whole entry, looked up): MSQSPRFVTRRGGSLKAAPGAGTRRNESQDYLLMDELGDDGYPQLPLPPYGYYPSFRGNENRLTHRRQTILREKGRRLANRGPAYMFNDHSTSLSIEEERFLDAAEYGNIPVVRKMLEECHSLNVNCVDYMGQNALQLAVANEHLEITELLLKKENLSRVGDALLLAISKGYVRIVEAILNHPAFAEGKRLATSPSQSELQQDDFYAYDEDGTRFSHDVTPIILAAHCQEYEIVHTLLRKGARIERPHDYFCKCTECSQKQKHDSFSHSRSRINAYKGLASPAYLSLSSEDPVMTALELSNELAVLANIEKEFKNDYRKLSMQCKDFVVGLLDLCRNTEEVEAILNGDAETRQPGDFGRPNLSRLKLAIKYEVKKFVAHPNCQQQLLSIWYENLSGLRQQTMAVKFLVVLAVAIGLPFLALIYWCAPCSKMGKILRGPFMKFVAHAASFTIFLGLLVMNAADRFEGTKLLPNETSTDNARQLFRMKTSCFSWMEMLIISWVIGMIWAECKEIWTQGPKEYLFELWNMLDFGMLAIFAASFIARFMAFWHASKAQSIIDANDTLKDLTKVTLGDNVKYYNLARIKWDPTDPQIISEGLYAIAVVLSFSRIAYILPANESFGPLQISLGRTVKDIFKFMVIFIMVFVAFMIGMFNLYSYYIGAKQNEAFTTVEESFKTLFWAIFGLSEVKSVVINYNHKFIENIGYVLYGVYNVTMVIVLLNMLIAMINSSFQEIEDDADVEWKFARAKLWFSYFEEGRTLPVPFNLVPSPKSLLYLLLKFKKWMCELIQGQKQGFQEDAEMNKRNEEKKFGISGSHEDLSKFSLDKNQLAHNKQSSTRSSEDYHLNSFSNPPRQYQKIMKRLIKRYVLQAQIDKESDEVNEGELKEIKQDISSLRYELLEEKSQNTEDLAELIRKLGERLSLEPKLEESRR
TRPC6 inhibitor: inhibitors of mouse TRPC6 channel; 1.1% of 310,000 active; B-score at 10 µM; AID 2553; HEK293-TRPC6, membrane potential dye, ACh-evoked depolarization; stronger effect = lower value;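 active = B-score under library mean minus 3 SD, initial fluorescence not abnormally high, positive integrated signal ratio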;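 also: B-score derived from integrated fluorescence ratio over the kinetic read; more negative B-score means stronger inhibition of depolarization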
MrgX1 PAM: human MrgX1 positive allosteric modulation, primary screen; B-score at 10 µM; 0.63% of 310,000 active; MrgX1-HEK293, Fluo-4 calcium flux, FDSS; stronger effect = higher value; Q96LB2;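 active = plate-corrected calcium response at least 3 library SD above typical, normal starting fluorescence, not activating the receptor alone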;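 also: compound read alongside a low EC10 to EC30 dose of BAM8-22 agonist; peak minus trough fluorescence over baseline measured at the second addition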
ANO1 activ: activates or potentiates the mouse TMEM16A chloride channel; B-score at 10 µM; 0.3% of 340,000 active; HEK293 TMEM16A/YFP-H148Q/I152L, iodide quench fluorescence; stronger effect = lower value;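 active = fluorescence-ratio B-score plate-corrected deviation score at least 3 library SD below zero, with starting fluorescence score within 5 deviations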;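 also: channel opened by trigger with iodide after compound preincubation; score built on the fluorescence ratio of max minus min over baseline; more negative score means more quench and so TMEM16A activation or potentiation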
TRPC4 PAM: allosteric potentiators of mouse TRPC4 channel. Q9QUQ5. 0.42% of 310,000 active. AID 2227. B-score at 10 µM. HEK293 TRPC4beta/mu-opioid, DAMGO EC20, Fluo-4 Ca2+ flux; stronger effect = higher value;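 active = B-score of calcium response area above 5 SD of library B-scores, with initial fluorescence ratio within 5 SD of library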;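 also: B-score of integrated fluorescence ratio over time as area under calcium response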
* marks the source's active call; other numbers are inactive results; i = inactive; . = no result given.

SMILES	TMEM16A inh	MrgX1 antag	TRPC4 block	SKKanGAS inh	MrgX1 agonist	TRPC4 act	TRPC6 act	TRPC6 inhibitor	MrgX1 PAM	ANO1 activ	TRPC4 PAM
O=C(Oc1ccc(-c2cnc3ccccc3n2)cc1)c1ccco1	i	i	i	-8.2	i	i	i	i	i	i	i
CN1CCN(S(=O)(=O)c2ccc(Oc3ccc(F)cc3Br)nc2)CC1	i	i	i	0.8	i	i	i	i	i	i	i
O=c1[nH]c(C2CCCN(S(=O)(=O)c3ccc(F)cc3)C2)nc2c1nnn2Cc1ccc(F)cc1 (centres undefined)	i	i	i	10.4	i	i	i	i	i	i	i
c1cncc(-c2nc(-c3cccs3)cs2)c1	i	i	i	-5.0	i	i	i	i	i	i	i
COc1cccc(OCCn2cc(C(C)=O)c3ccccc32)c1	i	i	i	-2.9	i	i	i	i	i	i	i
C/[N+]([O-])=C\c1coc2ccccc2c1=O	i	i	i	-5.2	i	i	i	i	i	i	i
COc1ccc(CN(C)Cc2cc(=O)oc3cc(C)c(C(C)C)cc23)cc1OC	i	i	i	3.3	i	i	i	i	i	i	i
CCN(CC)/C(=N/O)NC(=O)NS(=O)(=O)c1ccc(C)cc1	i	i	i	-12.1	i	i	i	i	i	i	i
Cc1nc(-c2ccncc2)nc(NCCNc2ncccc2C(F)(F)F)c1Cl	i	i	i	5.8	i	i	i	i	i	i	i
CN(C(=O)CCN1C(=O)/C(=C/c2ccccc2F)SC1=S)C1CCS(=O)(=O)C1 (centres undefined)	i	i	i	-2.5	i	i	i	i	i	i	i
CCOC(=O)c1c(CN2CCOCC2)n(-c2ccccc2)c2ccc(O)cc12	i	i	i	-0.1	i	i	i	i	i	i	i
CC(Oc1ccc(Cl)cc1Cl)C(=O)NCCCn1ccnc1 (centres undefined)	i	i	i	-3.7	i	i	i	i	i	.	i
Cc1ccc2nsnc2c1N	i	i	i	1.6	i	i	i	i	i	i	i
COc1ccccc1NC(=O)CCCCCN1C(=O)c2cccc3cccc(c23)C1=O	i	i	i	-2.4	i	i	i	i	i	i	i
COc1ccccc1OCc1cc(C(=O)NCc2ccc(N3CCCC3=O)cc2)no1	i	i	i	2.6	i	i	i	i	i	i	i
CCCCCCCC(=O)Nc1ccc(C(=O)N/N=C/c2cccc([N+](=O)[O-])c2)cc1	i	i	i	8.6	i	i	i	i	i	i	i
CC(=O)Nc1cc(NC(C)=O)cc(C(=O)OCC(=O)c2ccc3c(c2)OCO3)c1	i	i	i	-0.4	i	i	i	i	i	i	i
COc1ccc(NC(=O)c2ccccc2-c2ccc(C(F)(F)F)cc2)cc1S(=O)(=O)N1CCOCC1	i	i	i	-1.4	i	i	i	i	i	i	i
O=C(NCCCN1CCCC1=O)c1ccc(NS(=O)(=O)c2cccc([N+](=O)[O-])c2)cc1	i	i	i	1.1	i	i	i	i	i	i	i
COc1ccc(C=C(C#N)C#N)c(CSc2ccccn2)c1	i	i	i	15.8	i	i	i	i	i	i	i
CCOC(=O)N1CCN(c2ccncc2S(=O)(=O)N2CCCCC2)CC1	i	i	i	-1.7	i	i	i	i	i	i	i
CCOc1ccc(Oc2ccccc2NC(=O)CCNC(C)=O)cc1	i	i	i	4.5	i	i	i	i	i	i	i
Cc1nc2ccccc2cc1C(=O)N/N=C/c1ccccc1[N+](=O)[O-]	i	i	i	2.6	i	i	i	i	i	i	i
COc1cc(/C=C/C(=O)N2CCCC2)cc(OC)c1OC	i	i	i	-0.7	i	i	i	i	i	i	i
CC(C)Oc1ccc(C(=O)Nc2cc(=O)n(C)c(=O)n2C)cc1	i	i	i	-2.1	i	i	i	i	i	i	i
COc1ccc(/C=C2\CN(Cc3ccccc3)C/C(=C\c3ccc(OC)cc3)C2=O)cc1	i	i	.	.	i	.	.	.	i	i	.
O=C(CSc1nc2ccccc2s1)NC1CCCc2ccccc21 (centres undefined)	i	i	i	10.7	i	i	i	i	i	i	i
CN(C)C(=O)c1cn(-c2ccccc2)nc1-c1cccc([N+](=O)[O-])c1	i	i	i	1.3	i	i	i	i	i	i	i
CC1CCCCN1CC(O)COCc1ccccc1 (centres undefined)	i	i	i	-3.0	i	i	i	i	i	i	i
OC(COC(c1ccccc1)c1ccccc1)CN1CCCCC1 (centres undefined)	i	i	i	-3.3	i	i	i	i	i	i	i
CCOC(=O)c1cnc(SCC)[nH]c1=O	i	i	i	-0.5	i	i	i	i	i	i	i
c1ccc(-c2ccc(OCCCNC3CCCC3)cc2)cc1	i	i	i	7.1	i	i	i	i	i	i	i
CNS(=O)(=O)c1cccc(C(=O)NNC(=O)CN(C)S(=O)(=O)c2ccc(Cl)cc2)c1	i	i	i	-7.2	i	i	i	i	i	i	i
O=C(CN1CCC(C(=O)c2ccc3c(c2)OCCO3)CC1)Nc1ccccc1C(F)(F)F	i	i	i	1.1	i	i	i	i	i	i	i
COc1cccc(CN(CC2CCCO2)S(=O)(=O)c2ccc(-n3cnnn3)c(OC)c2)c1 (centres undefined)	i	i	i	-5.0	i	i	i	i	i	i	i
CCCCCCn1c(CN2CCCCC2CC)nc2c1c(=O)n(C)c(=O)n2C (centres undefined)	i	i	i	-6.1	i	i	i	i	i	i	i
O=C(NCCNC(=O)c1ccccc1F)c1ccccn1	i	i	i	2.1	i	i	i	i	i	i	i
N#CCCn1c(SCC(=O)NCCc2ccc(F)cc2)nc2ccccc21	i	i	i	.	i	i	i	i	i	i	i
O=C(COC(=O)C1CC(=O)N(Cc2ccco2)C1)c1ccc(OC(=O)c2ccco2)cc1 (centres undefined)	i	i	i	-6.5	i	i	i	i	i	i	i
Cn1ccnc1C(O)c1ccco1 (centres undefined)	i	i	i	-1.0	i	i	i	i	i	i	i
Cc1ccc(OC(=O)CCC(=O)Nc2ccc(S(=O)(=O)Nc3cc(C)on3)cc2)cc1	i	i	i	-4.5	i	i	i	i	i	i	i
Cc1ccc(S(=O)(=O)Nc2nc3ccccc3nc2NCc2ccc3c(c2)OCO3)cc1C	i	i	i	38.5	i	i	i	i	i	i	i
Cc1ccc(OCC(=O)Nc2cccc(S(=O)(=O)N3CCCCCC3)c2)cc1C	i	i	i	6.1	i	i	i	i	i	i	i
S=C(Nc1cccnc1)Nc1ccccc1Br	i	i	i	-13.2	i	i	i	i	i	i	i
Cc1nc2ccccn2c1-c1csc(NCc2ccco2)n1	25*	i	i	-0.5	i	i	i	i	i	i	i
COc1cccc(-n2c(=S)sc3c(=O)n(-c4ccccc4C)c(SCC(=O)O)nc32)c1	i	i	i	2.4	i	i	i	i	i	.	i
CN1CCN(C(=O)C2CC(=O)N(c3ccc(Cl)cc3)C2)CC1 (centres undefined)	i	i	i	2.0	i	i	i	i	i	i	i
CCOc1ccccc1NC(=O)COC(=O)CC(C)(C)CC1=NS(=O)(=O)c2ccccc2N1	i	i	i	12.7	i	i	i	i	i	i	i
FC(F)(F)c1ccc(/C=N/NC(=S)NC2CCCCC2)cc1	i	i	i	-2.0	i	i	i	i	i	i	i
CC1(C)CC(=O)c2c(Cc3ccccc3)noc2C1	i	i	i	-1.1	i	i	i	i	i	i	i
Cc1ccc(-n2nc3c(Cl)nnc(C)c3c2C)cc1	i	i	i	0.9	i	i	i	i	i	i	i
COCCNC(=S)N1CCN(S(=O)(=O)c2ccc(Cl)s2)CC1	i	i	i	-3.9	i	i	i	i	i	i	i
c1ccc(-c2cc(N3CCCCCC3)n[nH]2)cc1	i	i	i	-5.3	i	i	i	i	i	i	i
CC(C)=NOc1nc(N(C)C)nc(N(C)C)n1	i	i	i	1.9	i	i	i	i	i	i	i
CC(C)(C)N1NC(=O)Nc2ccccc2C1=O	i	i	i	2.5	i	i	i	i	i	i	i
CCC(=O)NC(c1cccs1)c1cc(Cl)c2cccnc2c1O (centres undefined)	i	i	i	66.0*	i	i	i	i	i	i	i
O=C([C@@H]1Cc2ccccc2CN1)N1CCN(Cc2ccccc2)CC1	i	i	i	0.3	i	i	i	i	i	i	i
O=C(Nc1ccccn1)Nc1cccs1	i	i	i	-0.6	i	i	i	i	i	i	i
CC(C)(C)C1CCc2onc(C(=O)NC3CCCC3)c2C1 (centres undefined)	i	i	i	0.5	i	i	i	i	i	i	i
CCOc1ccc(OCC)c(NC(=O)Nc2ccc3c(c2)N(C)C(=O)CS3)c1	i	-6.35*	i	9.7	i	i	i	i	i	i	i
(next part)
SMILES	TMEM16A inh	MrgX1 antag	TRPC4 block	SKKanGAS inh	MrgX1 agonist	TRPC4 act	TRPC6 act	TRPC6 inhibitor	MrgX1 PAM	ANO1 activ	TRPC4 PAM
CCOc1ccc(C(=O)NCc2ccc3c(c2)OCO3)cc1	i	i	i	-2.3	i	i	i	i	i	i	i
COc1ccccc1/C=C1\SC(=S)N(CC(=O)Nc2nnc(C)s2)C1=O	i	i	i	14.2	i	i	i	i	i	.	i
c1cc(-c2nnc3n2CCC3)[nH]n1	i	i	i	0.7	i	i	i	i	i	i	i
O=[N+]([O-])c1c(C(Cl)Cl)nn(-c2ccc(Cl)cc2)c1N1CCCCC1	i	i	i	16.2	i	i	i	i	i	i	i
CC(C)c1nc2sc3c(c2c(=O)n1N)CC(C)(C)OC3	i	i	i	6.4	i	i	i	i	i	i	i
CCC/C(=N\NC(=O)c1ccc(OC)c(OC)c1)c1ccccc1	i	i	i	-11.8	i	i	i	i	i	i	i
CCn1cc(C(=O)N2CCCC2)c(=O)c2cc(S(=O)(=O)N3CC(C)CC(C)C3)ccc21 (centres undefined)	i	i	i	1.0	i	i	i	i	i	i	i
CSc1ccccc1C(=O)C1CCCN(S(=O)(=O)N(C)C)C1 (centres undefined)	i	i	i	-1.7	i	i	i	i	i	i	i
CC(C)c1ccccc1NC(=O)COC(=O)C1(C)CC1(Cl)Cl (centres undefined)	i	i	i	-1.7	i	i	i	i	i	i	i
COCC(=O)NCCc1nc2ccccc2[nH]1	i	i	i	-5.6	i	i	i	i	i	i	i

High-throughput results as filed in PubChem BioAssay.
